# PfGluPho inh: PfG6PD (Plasmodium falciparum) enzyme inhibition; 350,000 compounds, 0.78% hits; AID 504690; inhibition, % at 20 µM; PfGluPho enzyme, NADPH resazurin-diaphorase fluorescence;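 active means inhibition reaching at least a set limit at 20 µM in the primary screen, cut at about 59% in these data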;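 further: 0% = DMSO wells with substrate and 100% = DMSO wells lacking glucose-6-phosphate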
# SENP8 inh: SENP8 (human) protease inhibition; Q96LD8; recombinant SENP8, Nedd8 substrate fluorescence; inhibition, % at 20 µM; 360,000 compounds, 0.64% hits; AID 602440; in the data active means inhibition mostly above about 40%, no sharp cut-off; inactive means mostly below about 27%
# Target sequence (Q96LD8 whole entry, looked up): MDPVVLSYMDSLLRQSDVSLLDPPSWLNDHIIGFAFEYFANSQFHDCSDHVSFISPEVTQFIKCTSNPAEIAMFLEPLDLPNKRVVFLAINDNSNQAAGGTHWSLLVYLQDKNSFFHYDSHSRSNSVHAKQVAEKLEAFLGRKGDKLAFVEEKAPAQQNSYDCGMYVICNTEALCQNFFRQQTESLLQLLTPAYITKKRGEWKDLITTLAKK
# SENP7 inh: blocks the human protease SENP7; recombinant SENP7, Z-RLRGG-aminoluciferin luminescence, 40 min; inhibition, % at 5 µM; 330,000 compounds, 1.5% hits; AID 434973;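 active means inhibition above about 50% at the single test dose, limit read from the data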;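 further: plate controls were DMSO with enzyme for no effect and no enzyme buffer wells for full effect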
# Target sequence (Q9BQF6 706-1050 limits assumed): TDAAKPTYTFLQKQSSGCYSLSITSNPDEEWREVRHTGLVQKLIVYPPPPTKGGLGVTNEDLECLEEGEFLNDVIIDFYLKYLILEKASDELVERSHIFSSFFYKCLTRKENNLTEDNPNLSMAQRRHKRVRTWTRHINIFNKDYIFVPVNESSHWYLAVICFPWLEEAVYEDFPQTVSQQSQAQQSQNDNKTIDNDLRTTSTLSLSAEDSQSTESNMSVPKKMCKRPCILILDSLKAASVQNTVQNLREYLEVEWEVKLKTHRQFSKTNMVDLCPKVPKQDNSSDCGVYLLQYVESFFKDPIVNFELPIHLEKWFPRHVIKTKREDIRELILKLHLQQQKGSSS
# SENP6 inh: blocks the human protease SENP6; 330,000 compounds, 1.8% hits; Recombinant SENP6 catalytic domain, aminoluciferin luminescence; Q9GZR1; inhibition, % at 10 µM; AID 2599;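 active means inhibition above about 50% at the single tested dose, limit read from the data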;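 further: plate controls were DMSO wells with enzyme for no effect and DMSO wells lacking enzyme for full effect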
# ATG4B inhibitor: inhibitors of human ATG4B cysteine protease | Q9Y4P1 | ATG4B cleavage of LC3-PLA2, NBD-HPC fluorescence, 1 h | inhibition, % at 8.33 µM | 340,000 compounds, 0.51% hits | AID 504462; in the data active means inhibition above about 40%
# Target sequence (Q9Y4P1 whole entry, looked up): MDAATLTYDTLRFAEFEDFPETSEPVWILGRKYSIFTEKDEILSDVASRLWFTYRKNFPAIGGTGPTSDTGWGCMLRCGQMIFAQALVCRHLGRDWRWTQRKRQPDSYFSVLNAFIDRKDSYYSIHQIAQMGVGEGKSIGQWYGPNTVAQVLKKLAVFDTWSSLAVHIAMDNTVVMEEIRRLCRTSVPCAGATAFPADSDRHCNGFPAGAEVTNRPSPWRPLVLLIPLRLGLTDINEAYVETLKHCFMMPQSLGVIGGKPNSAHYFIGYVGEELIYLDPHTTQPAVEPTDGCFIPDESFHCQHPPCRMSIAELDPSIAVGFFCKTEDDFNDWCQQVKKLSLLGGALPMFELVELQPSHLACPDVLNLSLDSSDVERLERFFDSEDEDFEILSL
# NR3A LBD binder: NR3A (human) ligand-binding domain modulation | NR3A LBD differential scanning fluorimetry, Tm shift; 0% = protein alone, 100% = glycine-bound protein | Tm shift relative to glycine control, % at 25 µM | 340,000 compounds, 2.5% hits | AID 1259313;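 active means melting temperature shift of at least 10% of the positive control shift, at one fixed dose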
# HKDC1 inhibitor: HKDC1 (human) hexokinase inhibition; inhibition, % at 20 µM; Q2TB90; AID 493160; recombinant HKDC1, G6PDH/diaphorase resazurin coupled fluorescence; 340,000 compounds, 0.16% hits;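 active means inhibition above about 35% when tested at 20 µM, limit read from the data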;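 further: plate controls were DMSO wells with enzyme for no effect and DMSO wells lacking enzyme for full effect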
#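 Incubation: 90 min at room temperature in dark / Material: recombinant HKDC1 (HK5) hexokinase enzyme, produced in-house / Quantity: enzyme 5 µg/mL final / Compound: one dose of 20 µM, 1% DMSO / Reagent: glucose and ATP substrates / Buffer or medium: Tris pH 8.0 buffer with MgCl2, Tween-20, BSA, BME / Technique: resorufin fluorescence at 613 nm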
# MPTP block: blocks calcium-induced mitochondrial swelling; 360,000 compounds, 1.4% hits; inhibition, % at 10 µM; AID 602449; isolated mouse mitochondria, Ca2+ swelling absorbance, 30 min;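 active means inhibition of 50% or more, scaled per plate between neutral and stimulator controls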;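 further: 0% = DMSO wells given calcium and 100% = 1 mM EGTA wells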
# Active calls of the source: *; i = inactive; . = not tested or not shown. The order is random. Share with any hit: about 6.9%.
# Values in the order: SENP7 inh	ATG4B inhibitor	PfGluPho inh	SENP8 inh	HKDC1 inhibitor	NR3A LBD binder	SENP6 inh	MPTP block
> Cc1ccc2cc(CCNC(=O)c3cccc([N+](=O)[O-])c3)c(=O)[nH]c2c1
 : -1	0	-25	9	5	0	22	1.9
> O=C(CCC1CCCC1)Nc1ccon1
 : 4	-13	-6	18	1	2	-10	-1.1
> CCOC(=O)N1CCC(N2C(=O)c3ccc(C(=O)NCc4ccco4)cc3C2=O)CC1
 : 10	-7	6	17	-7	-2	-2	-1.7
> CCCC(C)NC(=O)CSc1nnc2ccccn12 (stereo unspecified)
 : -8	-5	-5	-41	-5	-2	-27	-0.3
> Cc1cc(=O)[nH]c(N/N=C/c2ccc(N(C)C)cc2)n1
 : -1	-3	-3	-414	0	-2	5	-2.9
> CCOc1ccc(CCNC(=O)CCS(=O)(=O)c2ccc(C)cc2)cc1OCC
 : -2	-2	-5	10	-7	1	0	-0.2
> CC(=O)Nc1ccc(N(C(=O)Cn2nnc3ccccc32)C(C(=O)NC2CCCC2)c2ccc(O)c(O)c2)cc1 (stereo unspecified)
 : -2	8	-16	10	-6	1	-11	0.2
> C1=C(c2ccccc2)Nc2nnnn2C1
 : 1	-7	0	i	-1	2	-11	-1.0
> O=C1c2cccc3cccc(c23)C(=O)N1CCN1CCN(C(=S)Nc2ccc(Cl)cc2)CC1
 : 5	-8	7	0	-4	9	6	7.4
> CCCN(CC(=O)Nc1ccc(F)c(F)c1F)C(=O)c1ccc2c(=O)n3c(nc2c1)CCC3
 : -8	1	-18	-11	2	2	-14	-0.6
> C/C(=N\NC(=O)c1ccc(F)cc1)c1ccc(NC(=O)Cc2ccccc2)cc1
 : -4	-7	-1	-43	0	1	3	0.2
> COc1cc(O)c(CCC(=O)c2cc(OC)c(OC)c(OC)c2)c(OC)c1
 : 2	-7	0	2	1	-1	-3	0.7
> O=C(CSc1nnc(-c2ccc(F)cc2)c2ccccc12)Nc1c(F)cccc1F
 : -3	10	-6	1	-3	-1	8	0.8
> Cc1cccn2c(=O)c(/C=C(\C#N)S(=O)(=O)c3ccccc3)c(N3CCN(C)CC3)nc12
 : 4	37	2	-97	-6	1	-19	-0.5
> CCOC(=O)Cc1csc(NC(=O)c2ccoc2C)n1
 : 89*	2	5	-6	0	2	88*	3.0

# Another view of part of the listing above:
mol | SENP7 inh | ATG4B inhibitor | PfGluPho inh | SENP8 inh | HKDC1 inhibitor | NR3A LBD binder | SENP6 inh | MPTP block
COc1cc(O)c(CCC(=O)c2cc(OC)c(OC)c(OC)c2)c(OC)c1 | 2 | -7 | 0 | 2 | 1 | -1 | -3 | 0.7
O=C(CSc1nnc(-c2ccc(F)cc2)c2ccccc12)Nc1c(F)cccc1F | -3 | 10 | -6 | 1 | -3 | -1 | 8 | 0.8
Cc1cccn2c(=O)c(/C=C(\C#N)S(=O)(=O)c3ccccc3)c(N3CCN(C)CC3)nc12 | 4 | 37 | 2 | -97 | -6 | 1 | -19 | -0.5

# (further entries)
# Values in the order: SENP7 inh	ATG4B inhibitor	PfGluPho inh	SENP8 inh	HKDC1 inhibitor	NR3A LBD binder	SENP6 inh	MPTP block
> Cc1cc(-c2nnc(SCC(=O)Nc3ccc(F)cc3F)n2N)n[nH]1
 : -3	1	10	5	-6	-1	-11	-1.3
> COc1ccc(NC(=S)NC(C)C(c2ccccc2)N2CCOCC2)cc1 (stereo unspecified)
 : -4	-5	-6	6	-6	-2	12	-0.3
> O=C(CCn1ccc2cc(S(=O)(=O)N3CCCC3)ccc21)NCc1cccc(F)c1
 : 3	2	-1	7	-5	-1	-1	-0.9
> CCc1cccc(NC(=O)C2CCN(S(=O)(=O)c3ccc4c(c3)NC(=O)CO4)CC2)c1
 : 4	-11	-1	-4	2	-1	1	0.4
> Cc1c(OCC(=O)NCC2CCC(C(=O)NCCCO)CC2)ccc2c(-c3ccccc3)cc(=O)oc12 (stereo unspecified)
 : 4	-7	32	-24	0	0	9	-1.2
> CC(C)(C)C(=O)Nc1c2c(nn1-c1ccccc1)CSC2
 : 13	3	-14	3	0	1	-11	0.4
> COc1ccc(OC)c(NC(=O)c2ccc(CN3CCc4ccccc4C3)cc2)c1
 : 0	-1	9	-1	2	-2	3	0.4
> NC(=NCCc1c[nH]c2ccccc12)NS(=O)(=O)c1cc(F)ccc1F
 : -5	-5	7	10	-4	-12	-14	-0.7
> CC(C)c1nc(SCC(=O)N2c3ccccc3CC2C)c2ccccc2n1 (stereo unspecified)
 : 1	35	1	-9	-5	2	-10	0.3
> Cc1ccc(C(c2nnnn2Cc2ccccc2)N2CCN(Cc3ccccc3)CC2)cc1 (stereo unspecified)
 : 7	-4	19	17	3	2	-5	35
> O=C(c1cc(Br)c(Br)s1)N1CCOCC1
 : -6	-3	11	-1	-6	1	-3	1.8
> O=C(CS(=O)(=O)c1ccccc1)Nc1ccc(S(=O)(=O)Nc2ccccn2)cc1
 : 2	-4	-8	-134	-9	0	-2	0.7
> CC(C)CCOCC(=O)Oc1ccccc1C(=O)O
 : 4	-1	-17	-1	-4	0	2	-3.7
> Cc1ccc(S(=O)(=O)N(C)CC(=O)OCC(=O)N2CC(=O)Nc3ccccc32)cc1
 : 6	3	-7	9	-8	-2	-8	-0.8
> C[C@@H]1CCC[C@@]2(O[C@H](CCO)C[C@@H](O)[C@@H]2O)O1
 : 5	0	-6	12	-7	-2	-14	0.3
> COc1ccc(N2CCN(C(=O)C3CCN(C(=O)c4ccc([N+](=O)[O-])cc4)CC3)CC2)cc1
 : -2	-7	-2	8	-2	-1	4	0.2
> O=[N+]([O-])c1ccc(Cl)cc1NCc1cccnc1
 : -2	-1	-7	51*	6	4	-5	3.4
> O=c1[nH]cnc2c1N1CCC2CC1
 : 8	4	-4	11	7	-1	4	0.4
> O=C(CCc1nc2ccccc2[nH]c1=O)N/N=C/c1ccccc1
 : 0	3	-5	-103	-7	-3	-4	-1.6
> CCCN(CCC)Cc1c(C(=O)N/N=C/C(C)=C\c2ccco2)nnn1-c1nonc1N
 : -4	-10	39	-35	1	5	-4	0.7
> Cc1cc(-c2csc(N)n2)c(C)n1C
 : 9	10	64*	43*	-2	-1	0	-3.2
> O=C(N/N=C/c1c[nH]c2ccccc12)c1cccs1
 : 0	-2	-3	-20	2	23*	-13	0.5
> CC(=O)OC1C([N+]2(C)CCCCC2)C[C@H]2C3CC[C@H]4C[C@H](OC(C)=O)C([N+]5(C)CCCCC5)CC4(C)[C@H]3CCC12C (stereo partly specified)
 : -2	-3	-6	12	-6	-2	-10	-0.3
> Cc1nc(NC(=O)CSc2nccn2C)sc1C(=O)N(C)C
 : 6	-2	6	8	5	2	-2	-0.6
> Cn1ccnc1Sc1nnnn1-c1ccccc1
 : -8	-8	13	2	-4	1	3	2.1
> CCOc1ccccc1CN1CCNC(=O)C1CC(=O)N(C)Cc1cnccn1 (stereo unspecified)
 : 10	-5	0	-10	-4	0	-11	-0.2
> CCN1C(=O)[C@H]2[C@@H](c3ccc(-c4ccc(F)cc4)c(OC)c3)N[C@@](Cc3ccccc3)(C(=O)OC)[C@H]2C1=O
 : -4	-2	11	-21	9	-4	-14	2.0
> O=S(=O)(NCCN1CCCC1)c1ccc(C(F)(F)F)cc1
 : -7	-3	-2	22	-6	3	-5	-0.1
> Cc1ccc(N(C)C(=O)c2cc(S(=O)(=O)N3CCCC3)cn2C)cc1
 : 14	-18	3	3	-8	0	-16	-0.4
> Cc1cccc(NC(=O)Nc2ccc(Cl)c(Cl)c2)n1
 : 3	-2	-5	4	-7	3	3	12
> CCN1C(=O)[C@H]2[C@H]3CN=C(SCc4ccc(C)cc4)N3[C@@](C)(C(=O)OC)[C@H]2C1=O
 : 9	-2	14	11	-4	0	.	-0.5
> C/C(=N\OCC(=O)Nc1nc2ccccc2s1)c1ccccc1
 : 13	4	8	9	-12	1	45	14
> COc1ccc(OC)c(CCNC(=O)CSc2ccsc2[N+](=O)[O-])c1
 : 5	22	-20	22	7	1	8	3.4
> CCCOc1ccc(/C(O)=C2/C(=O)C(=O)N(CCN3CCOCC3)C2c2ccccc2)cc1 (stereo unspecified)
 : .	5	6	26	-5	1	.	0.1
> Cc1ccc(N(CC(=O)NC(C)c2ccccc2)S(=O)(=O)c2c(C)noc2C)cc1 (stereo unspecified)
 : 2	-1	-9	10	-1	-4	1	0.1
> COCCN(CC(=O)NC1CCCCC1)C(=O)/C=C/C(=O)c1ccc(OC)cc1O
 : .	-36	7	1	-4	-2	.	-0.6
> Cc1cc(C)n(C(=O)Cn2nc(C)c(Br)c2C)n1
 : 13	-1	2	2	-6	0	-3	-0.3
> Nn1cnnc1N/N=C\c1ccc(-c2ccccc2[N+](=O)[O-])o1
 : .	-5	81*	13	-2	3	.	1.0
> Oc1ccc2cc(Br)ccc2c1CN1CCCC1
 : 3	-6	5	-45	14	-1	-3	0.2
> COC(=O)c1ccc(COc2ccc(Cl)cc2)o1
 : -1	5	-3	14	-5	5	19	0.7
> Cc1cccc(OC(=O)c2cn(C)nc2C(F)(F)F)c1C
 : 12	5	2	11	-1	2	-11	-0.5
> Cc1ccnc(NS(=O)(=O)c2ccc(NC(=O)Cc3ccccc3)cc2)n1
 : 6	-4	-5	11	-7	1	12	0.0
> C1CC1Cc1noc(CN2CCN(C3C4CC5CC(C4)CC3C5)CC2)n1 (stereo unspecified)
 : 2	12	-7	17	3	-1	0	0.4
> Cc1ccc(C2CCN(C(=O)Nc3ccc(F)cc3)C2)cc1 (stereo unspecified)
 : 4	29	6	12	-1	-1	61*	0.9
> O=C1NC(=S)NC1=Cc1ccccc1O
 : .	-4	-17	6	-4	-5	.	-0.1
> COc1ccc(C(CNC(=O)CNC(=O)c2cccc(Cl)c2)N2CCCC2)cc1 (stereo unspecified)
 : 5	-1	-13	16	1	1	-13	0.4
> O=C(CCCOc1ccc(Cl)cc1)N1CCCCC1
 : 10	-1	-1	16	-10	0	-25	-0.1
> COc1nc(NCC(C)C)nc(Oc2ccc(=O)n(-c3ccccc3)n2)n1
 : -2	0	-13	-4	-4	-2	2	-0.3
> CN(CCO)C(=O)c1ccc(-c2nn(C)c(=O)c3ccccc23)cc1
 : -2	-5	-1	26	1	0	6	-0.2
> CC(Oc1ccc(Cl)cc1)c1ccnn1S(=O)(=O)c1ccc(Cl)cc1 (stereo unspecified)
 : 0	-12	13	10	2	3	-6	1.9
> NC(=S)n1[nH]c(-c2ccc([N+](=O)[O-])cc2)c(N=Nc2cccc(Cl)c2)c1=O
 : -8	7	-44	34	-7	25*	10	90*
> O=C(NCCCN1CCN(Cc2ccccc2Cl)CC1)Nc1ccccc1
 : -4	-13	4	15	-6	0	-4	-1.6
> Cc1cc(C)c2nc(C)cc(Nc3ccc(C(=O)NCCO)cc3)c2c1
 : 2	-11	4	-447	-6	0	-5	1.6
> c1ccc(-c2nccc(-c3ccc(-n4cnc5ccccc54)cc3)n2)cc1
 : -2	-12	1	7	17	1	-15	-0.4
> Cc1ccc(NC(=O)c2ccc3c(c2)CCN3S(C)(=O)=O)c(C)c1
 : -1	-5	14	21	0	-2	15	0.4
> O=C(Nc1ccc2c(c1)OCO2)c1ccc(CO)cc1
 : 26	9	-4	11	-4	0	27	-0.5
> Cc1cc(F)ccc1S(=O)(=O)N(C(=O)c1ccncc1)c1ccc(OC(=O)c2ccncc2)cc1
 : 2	13	-12	8	-10	1	17	0.5
> COc1ccc(C2CC(c3ccccc3)=NN2C(=O)COC(=O)c2cccnc2)cc1 (stereo unspecified)
 : 10	1	-33	12	4	-3	3	-1.8
> COc1cccc(-n2c(CN3CCN(c4ccccc4)CC3)nc3ccc([N+](=O)[O-])cc3c2=O)c1
 : 1	6	44	6	4	5	-8	2.4
> Cc1ccc(SCC(=O)NCC(C)C)cc1
 : 0	-8	0	9	2	0	-13	0.0
> CCCCCC1C(=O)C[C@@H]2CCN3C(=O)CCC[C@H]1[C@H]23 (stereo partly specified)
 : -1	-8	-1	5	1	-1	.	1.3
> CCOc1ccc(NC(=O)CSc2nnc(CNC(=O)c3cccs3)o2)cc1
 : 10	-2	-1	17	-3	-13	-2	-0.3
> CCOC(=O)/C(C(N)=NC(C)C)=C(\O)c1ccccc1
 : 5	-8	3	28	-10	-1	4	-0.1

# High-throughput results (PubChem)
